hIAP block: human IAP inhibitors, primary screen, biochemical, luminescence, uHTS; 0.12% of 330,000 active; inhibition, % at 10 µM; purified IAP, CDP-Star luminescence, 30 min;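 active means inhibition reaching a set limit with compound at 10 µM in the primary screen, cut at about 35% in these data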;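 further: plate controls were DMSO wells with enzyme for no effect and no-enzyme buffer wells for full effect; values of inactives mirror those of a sister screen read the other way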
ATG4B inhibitor: ATG4B protease inhibitors, primary screen, biochemical, fluorescence, uHTS; inhibition, % at 8.33 µM; Cysteine protease ATG4B (Homo sapiens), Q9Y4P1; 0.51% of 340,000 active; AID 504462, 2011; ATG4B cleavage of LC3-PLA2, NBD-HPC fluorescence, 1 h; in the data active means inhibition above about 40%
PfGluPho inh: PfG6PD enzyme inhibitors, primary screen, biochemical, fluorescence intensity, uHTS | glucose-6-phosphate dehydrogenase-6-phosphogluconolactonase (Plasmodium falciparum 3D7) | PfGluPho enzyme, NADPH resazurin-diaphorase fluorescence | inhibition, % at 20 µM | 0.78% of 350,000 active | AID 504690, 2011;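 active means inhibition reaching at least a set limit at 20 µM in the primary screen, cut at about 59% in these data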;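 further: 0% = DMSO wells with substrate and 100% = DMSO wells lacking glucose-6-phosphate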
HKDC1 inhibitor: HKDC1 hexokinase inhibitors, primary screen, biochemical, fluorescence, uHTS; Q2TB90; recombinant HKDC1, G6PDH/diaphorase resazurin coupled fluorescence; inhibition, % at 20 µM; 0.16% of 340,000 active;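 active means inhibition above about 35% when tested at 20 µM, limit read from the data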;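 further: plate controls were DMSO wells with enzyme for no effect and DMSO wells lacking enzyme for full effect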
Target sequence (Q2TB90 whole entry, looked up): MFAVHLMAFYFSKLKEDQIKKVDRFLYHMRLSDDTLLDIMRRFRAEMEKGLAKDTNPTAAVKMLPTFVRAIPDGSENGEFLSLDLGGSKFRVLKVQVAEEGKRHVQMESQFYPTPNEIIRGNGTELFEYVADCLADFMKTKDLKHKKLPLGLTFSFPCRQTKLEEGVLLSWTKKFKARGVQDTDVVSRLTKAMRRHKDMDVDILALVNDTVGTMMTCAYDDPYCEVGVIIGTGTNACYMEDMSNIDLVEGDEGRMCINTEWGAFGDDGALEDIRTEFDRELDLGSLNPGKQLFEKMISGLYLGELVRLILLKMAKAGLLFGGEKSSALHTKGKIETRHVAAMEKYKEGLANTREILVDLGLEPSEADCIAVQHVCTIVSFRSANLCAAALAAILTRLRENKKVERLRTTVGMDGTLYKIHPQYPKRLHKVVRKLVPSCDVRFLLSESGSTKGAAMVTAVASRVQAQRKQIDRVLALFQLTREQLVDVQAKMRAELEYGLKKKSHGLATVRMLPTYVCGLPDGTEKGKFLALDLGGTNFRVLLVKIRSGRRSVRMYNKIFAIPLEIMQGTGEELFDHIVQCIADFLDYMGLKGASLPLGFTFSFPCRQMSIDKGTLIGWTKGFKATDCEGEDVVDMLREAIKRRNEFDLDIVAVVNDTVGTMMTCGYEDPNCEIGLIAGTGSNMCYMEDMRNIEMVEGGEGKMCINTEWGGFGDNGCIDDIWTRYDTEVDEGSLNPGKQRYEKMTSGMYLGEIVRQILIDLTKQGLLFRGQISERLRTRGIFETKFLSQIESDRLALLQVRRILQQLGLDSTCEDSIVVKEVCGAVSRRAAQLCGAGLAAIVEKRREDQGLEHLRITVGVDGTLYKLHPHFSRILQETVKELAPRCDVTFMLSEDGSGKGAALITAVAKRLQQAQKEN
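Test system: recombinant HKDC1 (HK5) hexokinase enzyme, produced in-house / Doses: 20 µM test compound, 1% DMSO / Timing: 90 min, room temperature / Detection: G6PDH/diaphorase-coupled fluorescence, 1 mM NADP, 100 µM resazurin, 525/613 nm / Control set: DMSO wells with and without enzyme mix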
hIAP activ: human IAP activators, primary screen, biochemical, luminescence, uHTS | purified human IAP, CDP-Star luminescence, 30 min; stronger effect = higher value; 1 = vehicle-only enzyme, 0 = enzyme-free background | activation factor at 10 µM | 0.16% of 330,000 active;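 active means activation factor of the enzyme at least 2-fold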; further: the source names both 10 and 20 µM as test concentration; values of inactives mirror those of a sister screen read the other way
APOBEC3A inh: APOBEC3A ssDNA deaminase inhibitors, primary screen, selectivity assay for APOBEC3G inhibitor project, biochemical, FAM/TAMRA oligo cleavage fluorescence | AID 493011, 2011 | inhibition, % at 20 µM | DNA dC->dU-editing enzyme APOBEC-3A (Homo sapiens), P31941 | recombinant A3A, FAM/TAMRA ssDNA deamination fluorescence | 0.41% of 330,000 active;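 active means at least 40% inhibition at 20 µM here, with at most 30% in a related deaminase screen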;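 further: plate controls were A3A with DMSO for no effect and wells lacking A3A enzyme for full effect; some results filed as inactive read as strong as hits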
mIAP activ: activators of mouse IAP, primary screen, biochemical, luminescence, uHTS; activation factor at 10 µM; intestinal alkaline phosphatase [Mus musculus]; AID 2805, 2010; 0.24% of 330,000 active; muIAP, CDP-Star luminescence, 30 min; stronger effect = higher value; 1 = vehicle-only enzyme signal, 0 = enzyme-free wells;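 active means activation factor of at least 2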; further: the source names both 10 and 20 µM as test concentration; values of inactives mirror those of a sister screen read the other way
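System: Mouse IAP enzyme | Also added: CDP-Star substrate | Dosing: Compounds dispensed in DMSO | Schedule: 30 min enzyme-substrate-compound incubation at room temperature | Technique: Chemiluminescence readout | Control set: DMSO-only wells and no-enzyme negative control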
mIAP block: inhibitors of mouse IAP, primary screen, biochemical, luminescence, uHTS | intestinal alkaline phosphatase [Mus musculus] | purified mouse IAP, CDP-Star luminescence, 30 min | inhibition, % at 10 µM | 0.2% of 330,000 active | AID 2806, 2010;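 active means inhibition of at least 40% at 10 µM in the primary screen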;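 further: plate controls were DMSO with enzyme for no effect and no enzyme wells for full effect; values of inactives mirror those of a sister screen read the other way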
* = called active by the depositor.

molecule | hIAP block | ATG4B inhibitor | PfGluPho inh | HKDC1 inhibitor | hIAP activ | APOBEC3A inh | mIAP activ | mIAP block
CC(C)(CNc1ccc([N+](=O)[O-])cc1Cl)N1CCOCC1 | 8.9 | -6.1 | -9.8 | -4.3 | 0.911 | -3.3 | 0.899 | 10.1
C/C=C/C(=O)OCC(=O)Nc1cc(OC)c([N+](=O)[O-])cc1C | 17.6 | -4.1 | 15.3 | -2.4 | 0.824 | 2.2 | 0.963 | 3.7
CCOC(=O)c1nnc2cc(-c3ccc(Br)cc3)nn2c1C | -12.0 | -6.6 | -0.1 | -4.5 | 1.12 | -0.2 | 0.949 | 5.1
Cc1cccc(-n2cc3c(=O)n(C)c(=O)n(C)c3c2)c1 | -10.2 | 8.9 | 19.2 | -6.5 | 1.1 | 1.3 | 0.941 | 5.9
COc1ccccc1C1Nc2ccccc2NC2=C1C(=O)CC(C)(C)C2 (configuration not stated) | 15.9 | -4.0 | 2.3 | -6.8 | 0.841 | -2.4 | 0.924 | 7.6
CC(C)[C@H](NS(=O)(=O)c1ccccc1)C(=O)Nc1ccccc1N1CCOCC1 | 13.5 | -6.4 | 3.9 | -9.1 | 0.865 | -4.5 | 1.02 | -2.0
CC(C)(C)c1cc(C(=O)N/N=C/c2ccccc2O)n(-c2ccccc2)n1 | 7.4 | 39.8 | 2.2 | -1.2 | 0.926 | 1.7 | 0.989 | 1.1
COc1ccccc1N1N=C(C(=O)c2ccccc2)C2C(=O)N(c3ccc(Br)cc3)C(=O)C21 (configuration not stated) | -12.2 | -9.8 | -12.1 | -1.1 | 1.12 | 2.0 | 0.911 | 8.9
CCOc1ncccc1C(=O)Nc1ccc2c(c1)OCCCO2 | 3.0 | 0.8 | -3.2 | -4.9 | 0.97 | -0.2 | 1.02 | -2.3
CC1=C(C)CC(C(=O)Nc2nc(-c3ccc(C)cc3C)c(C)s2)C(C(=O)O)C1 (configuration not stated) | -1.5 | 17.4 | -17.4 | 17.0 | 1.01 | -0.8 | 0.952 | 4.8
CC(=O)Nc1cc(N=Cc2ccc(O)cc2O)c(Cl)cc1Cl | 1.7 | 1.4 | -7.4 | 2.4 | 0.983 | 0.8 | 0.621 | 37.9
Cc1cc(N2C(=O)C(O)=C(C(=O)c3ccco3)C2c2ccc([N+](=O)[O-])cc2)no1 (configuration not stated) | 0.0 | 6.6 | -5.4 | 7.5 | 1 | -3.7 | 1 | 0.0
Cc1sc2nc(SCC(=O)NCCOCCO)nc(N)c2c1C | 4.9 | -4.5 | 5.4 | -8.9 | 0.951 | 0.2 | 1.02 | -2.0
Cc1ccc(S(=O)(=O)N(C)C)cc1NC(=O)CCNC(=O)c1ccccc1Cl | -12.0 | -7.0 | -2.8 | -6.3 | 1.12 | -3.2 | 1.11 | -11.2
CCn1cc(/C=N/NC(=O)c2ccc3c(c2)OCO3)c(C)n1 | 17.7 | -3.7 | -6.6 | -6.4 | 0.823 | 2.8 | 1.02 | -2.3
COc1ccc(OC)c2c1nc1n2CCS1 | -10.2 | -6.8 | 16.9 | -2.4 | 1.1 | 1.1 | 1.04 | -3.8
CCOC(=O)Cn1c(C)c(C#N)c2ccccc21 | 0.8 | -8.0 | -1.8 | -1.9 | 0.992 | -2.9 | 1.09 | -9.5
CCC(CC)c1nnc(NC(=O)CSCC(=O)Nc2cc(C)on2)s1 | -20.3 | -4.3 | 2.2 | -5.6 | 1.2 | 1.6 | 0.96 | 4.0
CSCCC(NC(=O)COc1ccccc1)C(=O)N1CCN(c2ccccc2F)CC1 (configuration not stated) | 0.9 | 10.3 | -11.8 | 2.5 | 0.991 | 0.8 | 1.03 | -3.5
O=C(CCN1C(=O)C2CCCCC2C1=O)N1CCN(S(=O)(=O)c2ccccc2)CC1 (configuration not stated) | 1.8 | -2.4 | 1.6 | 3.4 | 0.982 | 0.0 | 1 | 0.0
CS(=O)(=O)N(Cc1ccc(Cl)cc1)c1ccc(C(=O)NCC2CCCO2)cc1 (configuration not stated) | 1.6 | -8.2 | -10.3 | -7.2 | 0.984 | -2.7 | 0.929 | 7.1
CC(C)[C@@H](C(=O)N[C@@H](Cc1ccccc1)C(=O)O)N1C(=O)N2CCc3c([nH]c4ccccc34)[C@@]2(C)C1=O | 8.6 | -22.4 | 7.2 | -4.7 | 0.914 | -1.8 | 1.03 | -3.1
COc1cccc(CN(C)C(=O)C(CCSC)NS(=O)(=O)c2ccc3c(c2)OCCO3)c1OC (configuration not stated) | 2.1 | -2.7 | -14.1 | 1.5 | 0.979 | -0.3 | 1.06 | -6.4
O=C(CCl)NC1CCCc2ccccc21 (configuration not stated) | -5.1 | 1.9 | -19.5 | 1.6 | 1.05 | 5.4 | 0.99 | 1.0
CCCOc1ccc(C(=O)Nc2ccc(S(=O)(=O)N3C[C@@H]4C[C@@H](C3)c3cccc(=O)n3C4)cc2)cc1 | 9.0 | -8.8 | 2.8 | -2.6 | 0.91 | -6.3 | 1.25 | -24.8
COc1ccc(CCN(C)C2CCCN(C(=O)c3ccnn3C)C2)cc1OC (configuration not stated) | -15.5 | 12.1 | -6.0 | -6.1 | 1.16 | -5.3 | 0.964 | 3.6
COc1ccc(NC(=O)c2ccc(C(=O)Nc3ccc(OC)cc3OC)cc2)c(OC)c1 | -1.7 | 4.7 | -15.0 | 5.5 | 1.02 | -1.9 | 1.03 | -3.0
COc1cnc(SCc2ccc(Cl)cc2Cl)nc1Cl | 10.6 | 19.9 | -9.2 | 0.1 | 0.894 | 2.0 | 0.913 | 8.7
CCn1c(Cc2ccccc2)nnc1SCC(=O)Nc1ccc(C)cc1 | -8.6 | 9.5 | 1.2 | 6.2 | 1.09 | 0.1 | 1.1 | -9.6
CC(=O)c1c(C)[nH]c(C(=O)OCC(=O)NCc2ccc(Cl)cc2)c1C | 3.5 | -4.2 | -7.6 | -6.0 | 0.965 | -1.4 | 1.34 | -33.6
NS(=O)(=O)c1ccc(CCNC(=O)CCNC(=O)c2ccco2)cc1 | 7.0 | 0.8 | -3.1 | -4.3 | 0.93 | 3.8 | 0.923 | 7.7
Cc1ccc(NC(=O)c2ccc(NCCc3ccccc3)c([N+](=O)[O-])c2)cc1F | 10.0 | -2.7 | 18.8 | -1.2 | 0.9 | 0.7 | 0.953 | 4.7
COc1ccc(CNC(=O)CSc2nnc(-c3ccc(NC(C)=O)cc3)n2C)cc1 | -3.0 | 4.7 | -41.6 | -4.1 | 1.03 | 0.8 | 0.983 | 1.7
COc1ccccc1CNC(=O)COC(=O)Cc1c(F)cccc1Cl | -9.4 | -2.4 | -9.3 | -9.9 | 1.09 | 16.1 | 1.07 | -6.7
COc1ccc(OC)c(Nc2ncnc3sc(-c4ccccc4)cc23)c1 | -9.1 | -14.9 | 15.6 | -2.0 | 1.09 | -1.9 | 0.939 | 6.1
CCOC(=O)C1CCN(S(=O)(=O)c2cccc(-c3cn4cc(Cl)ccc4n3)c2)CC1 | -3.3 | -8.2 | 24.5 | 2.7 | 1.03 | -3.5 | 0.89 | 11.0
Cc1nnsc1-c1c(C(=O)N2CCOCC2)c(C)nn1-c1ccccc1 | -7.8 | -1.7 | -5.3 | -3.9 | 1.08 | -2.2 | 1.03 | -3.4
CC(C)(C)NC(=O)C(c1ccncc1)N(Cc1ccco1)C(=O)c1ccc(-c2ccccc2)[nH]1 (configuration not stated) | -13.2 | -5.8 | 9.2 | 3.6 | 1.13 | -8.2 | 1.11 | -11.5
CCc1ccc(/C=N/NC(=O)c2cc(-c3cccc([N+](=O)[O-])c3)n[nH]2)cc1 | 12.9 | -6.5 | 5.7 | 4.2 | 0.871 | -1.9 | 0.889 | 11.1
Cc1cc(NC(=O)CCC(=O)N(CC(=O)NCC2CCCO2)c2ccccc2C)no1 (configuration not stated) | 8.9 | -4.3 | -6.3 | -1.2 | 0.911 | -3.1 | 0.924 | 7.6
Cc1nc2ccc(Br)cn2c(=O)c1Cl | 2.7 | 11.0 | -8.0 | -1.7 | 0.973 | 0.2 | 0.916 | 8.4
O=C(CCc1ccccc1)OCCN1CCOCC1 | 9.2 | -1.4 | -13.6 | -1.8 | 0.908 | -4.5 | 1 | -0.5
C=CCn1c(C(C)C)nc2ccccc21 | -3.7 | 2.3 | -5.8 | -3.4 | 1.04 | -6.8 | 1.2 | -20.4
CCc1ccc(C(=O)COC(=O)c2n[nH]c3ccccc23)cc1 | -18.3 | 4.1 | 17.6 | -0.3 | 1.18 | 6.8 | 0.929 | 7.1
C(=N\n1cnnc1)/c1ccc(N2CCOCC2)cc1 | -10.9 | -2.6 | -10.2 | -0.5 | 1.11 | -2.8 | 0.932 | 6.8
CCOc1ccc(NC(=O)CCCN2C(=O)C(c3ccccc3)Oc3cccnc32)cc1 (configuration not stated) | 0.9 | 10.1 | 4.3 | -4.4 | 0.991 | -1.2 | 1.03 | -2.7
Cc1cc(N)nc2nc(C(F)(F)F)nn12 | -2.1 | -1.5 | -2.4 | -5.0 | 1.02 | 0.3 | 1.07 | -6.8
C=CCNC(=O)N1c2ccccc2Sc2ccccc21 | -16.4 | 3.2 | -8.0 | -1.1 | 1.16 | 2.9 | 0.919 | 8.1
CCc1ccc(-c2ccc(SCC(=O)Nc3nnc(C)s3)nn2)cc1 | -5.1 | -11.3 | -13.2 | -1.6 | 1.05 | 1.8 | 0.99 | 1.0
O=C(CN1CCCCCC1)Nc1ccccc1C(=O)Nc1ccccc1 | -2.3 | -5.4 | 4.3 | -1.6 | 1.02 | 1.9 | 0.946 | 5.4
O=C(Nc1ccc(S(=O)(=O)N2CCc3ccccc3C2)cc1)c1ccccc1 | 17.1 | 4.7 | -0.2 | -6.0 | 0.829 | 9.6 | 0.965 | 3.5
O=C(CCCc1c[nH]c2ccccc12)Nc1ncccc1O | 5.0 | 5.0 | 5.3 | 7.8 | 0.95 | -4.9 | 0.932 | 6.8

Structures listed so far that have fluorine:
molecule | hIAP block | ATG4B inhibitor | PfGluPho inh | HKDC1 inhibitor | hIAP activ | APOBEC3A inh | mIAP activ | mIAP block
CSCCC(NC(=O)COc1ccccc1)C(=O)N1CCN(c2ccccc2F)CC1 (configuration not stated) | 0.9 | 10.3 | -11.8 | 2.5 | 0.991 | 0.8 | 1.03 | -3.5
Cc1ccc(NC(=O)c2ccc(NCCc3ccccc3)c([N+](=O)[O-])c2)cc1F | 10.0 | -2.7 | 18.8 | -1.2 | 0.9 | 0.7 | 0.953 | 4.7
COc1ccccc1CNC(=O)COC(=O)Cc1c(F)cccc1Cl | -9.4 | -2.4 | -9.3 | -9.9 | 1.09 | 16.1 | 1.07 | -6.7
Cc1cc(N)nc2nc(C(F)(F)F)nn12 | -2.1 | -1.5 | -2.4 | -5.0 | 1.02 | 0.3 | 1.07 | -6.8
